SV40 large T antigen = SV40 large T antigen inhibitors, biochemical (AID 1903). SV40 large T antigen ATPase/helicase inhibition assay; higher % means a stronger effect. inhibition, % at 20 µM, or IC50 in µM where a hit was titrated. 0.39% of 310,000 active; in the data active = a potency from the dose series; inconclusive = inhibition mostly from about 32% at the one dose, without a potency; inactive = the rest, 99 in 100 with inhibition below about 32%; note: strong numbers were not always called active
RSV antiviral HEp-2 = RSV antiviral activity via CPE protection, HEp-2 cells, primary 10 µM value included (AID 2391). HEp-2 cells, RSV-induced CPE inhibition; higher % means a stronger effect. CPE inhibition, % at 10 µM, or IC50 in µM where a hit was titrated. 0.13% of 310,000 active; in the data active = a potency from the dose series; inconclusive = CPE inhibition mostly from about 23% at the one dose, without a potency; inactive = the rest, 99 in 100 with CPE inhibition below about 21%; note: strong numbers were not always called active
MgcRacGAP inhibition = MgcRacGAP GTPase-activating activity inhibitors, confirmation, biochemical, ADP Hunter fluorescence. MgcRacGAP-stimulated Rac1 GTP hydrolysis, ADP Hunter fluorescence; higher % means a stronger effect; GST-tagged Rac1 F28L mutant substrate. inhibition, % at 30 µM, or IC50 in µM where a hit was titrated. 0.6% of 340,000 active;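 active = first-screen hits whose inhibition reached a set limit at any dose in the follow-up dose series; inconclusive = inhibition above the set first-screen limit but never retested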;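 note: fluorescence reports GDP produced by GAP-driven GTP hydrolysis; strong numbers were not always called active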
Dengue-2 NS5 capping = Dengue-2 NS5 methyltransferase inhibitors, primary screen, biochemical, confirmation dose response (AID 588689); Dengue-2 NS5 methyltransferase capping enzyme assay, biochemical; higher % means a stronger effect; one-dose inhibition, % at 25 µM; IC50 in µM for titrated hits; 0.3% of 340,000 active; in the data active = a potency from the dose series; inconclusive = inhibition above about 29% without an active follow-up result
Dengue-2 NS5 capping pilot replicate = also measured in Dengue-2 NS5 capping; calls as there; inhibition, %; measured here: pilot screen replicate inhibition
Active calls of the source: *; ? = inconclusive; · = not tested or not shown. The list is partial (hit frequency here may not be typical).

SMILES	SV40 large T antigen	RSV antiviral HEp-2	MgcRacGAP inhibition	Dengue-2 NS5 capping	others
CC(C)(C)C(=O)N1Cc2cnnn2-c2ccccc2C1C#N (stereo not given)	·	·	5.5%	-3.3%	Dengue-2 NS5 capping pilot replicate=-0.3
CC1CN1P(=S)(c1ccccc1)N1CC1C (stereo not given)	·	·	3.0%	5.4%
CCC1C(c2cc(OC)c(OC)c(OC)c2)c2cc3c(cc2OC1N1CCCC1)OCO3 (stereo not given)	·	·	2.5%	-5.4%
S=P(N1CCOCC1)(N1CC1)N1CC1	·	·	4.7%	8.1%
CC1OC(OC2C(O)CC(OC3C(O)CC(OC4CCC5(C)C(CCC6C5CCC5(C)C(C7=CC(=O)OC7)C(O)CC65O)C4)OC3C)OC2C)CC(O)C1O (stereo not given)	·	·	-2.6%	6.5%
CCC(=O)Nc1ccc(Cl)c(Cl)c1	·	·	1.9%	1.5%
COC(COC(N)=O)C1=C(N2CC2)C(=O)C(C)=C(N2CC2)C1=O (stereo not given)	·	·	2.7%	1.5%
CCOC(=O)[C@]12Cc3cc(N(C)C)ccc3[C@H]1N(Cc1ccccc1)C(=O)c1ccccc12	·	·	5.1%	0.8%
CC1=CC(O)C(O)C2(C)C1CC1OC(=O)C(O)C3C(C)C(O)C4(O)OCC13C42 (stereo not given)	·	·	4.0%	-7.7%
CC(=O)O[C@@H]1CC[C@]2(C)C3CC[C@]4(C)C(=O)[C@H](O)CC4C3[C@@H](OC(C)=O)C[C@H]2C1 (stereo not given in full)	·	·	6.1%	9.3%
O=C1NC(=O)C(C2CCCCCC2)C(=O)N1	·	·	1.8%	-5.4%
O=C1NC(=S)NC(=O)C1Cc1ccccc1O	·	·	1.2%	1.6%
C=CCC1([C@@H](C)CCC)C(=O)NC(=O)NC1=O	·	·	7.0%	-1.4%
COCOC1CCC2C3CCC4=CC(=O)CCC4=C3C=CC12C (stereo not given)	·	·	10.5%	11.3%
NC(=O)c1ccc(N)nc1	·	·	-3.5%	-2.2%
CC(CC(C)(C)N1CC1)=NNC(=O)Nc1cccc2ccccc12	·	·	6.6%	-5.0%
CC1CN(c2ccccn2)C(C)CN1C(=O)C(O)(c1ccccc1)c1ccccc1 (stereo not given)	·	·	-1.0%	5.6%
CC1=CC2OC3CC4OC(=O)C=CC=CC(=O)OCCC(C)C(O)C(=O)OCC2(CC1)C4(C)C31CO1 (stereo not given)	·	·	0.0%	-3.9%
OCC1CN1C1CCCCC1 (stereo not given)	·	·	1.2%	6.2%
Nc1ccc(-c2ccc(N)cc2)cc1	·	·	7.39µM*	3.1%
CC1CCCCC12C(=O)NC(=O)NC2=O (stereo not given)	·	·	0.2%	3.2%
CC12CCC(O)CC1CCC1C2CCC2(C)C(C3=CC(=O)OC3)C(O)CC12O (stereo not given)	·	·	-0.1%	8.5%
c1ccc2c(c1)-c1cccc3cccc-2c13	3.3%	·	2.6%	-3.6%
Cc1ccc2c(c1)C(c1ccccc1)=NCC(=O)N2C	11.5%	·	11.6%	-0.8%
COC(=O)C1=C(c2cccc(C#N)c2)C[C@@H]2CC[C@H]1N2C(=O)NCc1cccc2ccccc12	·	4.1%	11.7%	-4.8%
CC1C(c2cccs2)=[N+]([O-])C(C)(C(=O)c2ccc(Cl)cc2)N1O (stereo not given)	·	-0.5%	3.9%	-9.5%
COC(=O)C1=C(c2ccc(F)cc2OCc2ccccc2)C[C@@H]2CC[C@H]1N2C(=O)NC1CCN(Cc2ccccc2)CC1	·	-1.6%	6.3%	-2.0%
N#C/C=C/C#N	·	1.8%	9.5%	-6.5%
COC(=O)C1=C(c2ccc(C(C)=O)cc2)C[C@@H]2CC[C@H]1N2C(=O)NCCO	·	2.9%	1.5%	-3.2%
COC(=O)C1=C(c2ccc(F)cc2OCc2ccccc2)C[C@@H]2CC[C@H]1N2C(=O)NCCOc1ccccc1Cl	·	5.1%	6.3%	-7.2%
COC(=O)C1=C(c2ccc(F)cc2F)C[C@@H]2CC[C@H]1N2C(=O)N1CCCC1	·	0.4%	14.0%	0.0%
COC(=O)C1=C(c2ccc3ccccc3c2)C[C@@H]2CC[C@H]1N2C(=O)NC1CCCCC1	·	0.0%	8.0%	-6.4%
N#C/C(N)=C(/N)C#N	·	1.5%	-10.5%	-2.9%
COC(=O)C1=C(c2ccccc2OCc2ccccc2)C[C@@H]2CC[C@H]1N2C(=O)NCCCOC(C)C	·	-1.5%	2.5%	-4.4%
COC(=O)C1=C(c2ccc(OC(F)(F)F)cc2)C[C@@H]2CC[C@H]1N2C(=O)N1CCCCC1	·	1.1%	5.6%	-9.6%
COC(=O)C1=C(c2ccc(C(C)=O)cc2)C[C@@H]2CC[C@H]1N2C(=O)NCc1ccco1	·	0.7%	6.5%	-5.8%
COC(=O)C1=C(c2ccc(F)cc2F)C[C@@H]2CC[C@H]1N2C(=O)NCCNC(C)=O	·	0.4%	4.0%	1.6%
COC(=O)C1=C(c2cccc(OCc3ccccc3)c2)C[C@@H]2CC[C@H]1N2C(=O)NC1CCN(Cc2ccccc2)CC1	·	-1.3%	5.6%	-0.8%
CCN(CC(=O)Nc1ccc(NC(C)=O)cc1)C(=O)CSC(c1ccccc1)c1ccccc1	·	1.1%	-6.8%	-10.7%
COC(=O)C1=C(c2ccc(-c3ccccc3)c(F)c2)C[C@@H]2CC[C@H]1N2C(=O)NCc1cccc2ccccc12	·	-0.6%	6.3%	-3.6%
Oc1ccc(Cl)c(Cl)c1Cl	·	2.6%	7.8%	-2.2%
COC(=O)C1=C(c2c(C)noc2C)C[C@@H]2CC[C@H]1N2C(=O)NCCOc1ccccc1	·	2.2%	4.4%	-0.8%
Oc1c(Br)c(Br)c(Br)c(Br)c1Br	·	3.1%	6.1%	?
COC(C)(C)CCCC(C)C/C=C/C(C)=C/C(=O)OC(C)C (stereo not given)	·	-0.1%	4.7%	4.4%
CC(=O)O[C@H]1[C@H]2O[C@]23[C@@H]2CC[C@]4(O)C[C@@H](O)CC[C@]4(C)C2CC[C@]3(C)[C@H]1c1ccc(=O)oc1 (stereo not given in full)	·	-2.1%	8.7%	-6.3%
CCC(c1ccc(C)cc1)N1C(=O)C2C3CCC(O3)C2C1=O (stereo not given)	·	-0.3%	4.0%	-3.0%
COC(=O)C1=C(c2ccccc2OCc2ccccc2)C[C@@H]2CC[C@H]1N2C(=O)NCCc1ccc(F)cc1	·	1.9%	4.8%	2.4%
NC(=O)c1ccsc1NC(=O)COC(=O)Cc1ccccc1	·	1.1%	0.9%	-8.8%
Cn1cc(C(=O)OCC(=O)NC2CCCCC2)c2ccccc21	·	1.4%	-1.3%	-3.0%
ClC(Cl)(Cl)c1ccccc1	·	0.9%	5.1%	-2.9%
COC(=O)C1=C(c2ccc(F)cc2F)C[C@@H]2CC[C@H]1N2C(=O)NCCOc1ccccc1Cl	·	13.9µM*	5.4%	2.4%
Cc1ccc(OP(=O)(O)Oc2ccc(C)cc2)cc1	·	1.5%	4.8%	4.7%
COC(=O)C1=C(c2ccccc2OCc2ccccc2)C[C@@H]2CC[C@H]1N2C(=O)NCc1ccc(C(F)(F)F)cc1	·	5.1%	2.1%	-8.7%
COc1ccc2[nH]c(C)c(CCNCc3cc(OC)c4c(c3)OCO4)c2c1	·	-0.4%	16.2%	1.5%
Nc1ccccc1Cl	·	2.1%	3.7%	-3.6%
COC(=O)C1=C(c2c(C)noc2C)C[C@@H]2CC[C@H]1N2C(=O)NCc1ccc2c(c1)OCO2	·	0.5%	-1.7%	2.4%
C1CCC2CCCCC2C1 (stereo not given)	·	1.0%	4.6%	-4.4%
CCN(CC)C(=O)c1ccc(NC(=O)c2c(C)noc2C)cc1	·	1.1%	-3.4%	-11.8%
COC(=O)C1=C(c2c(C)noc2C)C[C@@H]2CC[C@H]1N2C(=O)NCc1ccco1	·	1.5%	10.4%	2.8%
COC(=O)C1=C(c2cccc(C#N)c2)C[C@@H]2CC[C@H]1N2C(=O)NCc1cc(C)oc1C(F)(F)F	·	-0.8%	4.8%	-0.4%
Remaining list, next part:
SMILES	SV40 large T antigen	RSV antiviral HEp-2	MgcRacGAP inhibition	Dengue-2 NS5 capping	others
COC(=O)C1=C(c2ccc(F)cc2F)C[C@@H]2CC[C@H]1N2C(=O)N1CCC(O)CC1	·	1.6%	-5.0%	-4.2%
COC(=O)C1=C(c2cccc(OCc3ccccc3)c2)C[C@@H]2CC[C@H]1N2C(=O)NCc1ccc2[nH]ccc2c1	·	3.5%	12.8%	3.3%
COC(=O)C1=C(c2c(C)noc2C)C[C@@H]2CC[C@H]1N2C(=O)NCc1ccc(C(F)(F)F)cc1	·	-1.7%	2.4%	5.6%
COC(=O)C1=C(c2cccc(OCc3ccccc3)c2)C[C@@H]2CC[C@H]1N2C(=O)NCc1ccc(N(C)C)cc1	·	3.5%	8.6%	-4.1%

Screens from PubChem BioAssay.
